Screening data: PubChem, several laboratories
STEP inh – inhibitors of human striatal-enriched phosphatase STEP; recombinant STEP, OMFP fluorogenic substrate, fluorescence; inhibition, % at 20 µM; 0.25% of 360,000 active;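 active = inhibition at 20 µM, scaled per plate between control wells, above about 37%, limit read from the data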;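 note: 0% = DMSO with enzyme and substrate and 100% = substrate only without enzyme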
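Measure: Control-normalized % inhibition with plate pattern correction | Test system: STEP phosphatase, cell-free reaction | Medium: pH 6.0 Bis-Tris with DTT and Tween 20 | Technique: Fluorescence, 480/540 nm | Times: Reaction 20 min, ambient temperature | Doses: Single compound dose of 20 µM, 1% DMSO final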
Rpn11 inh – inhibitors of human proteasome Rpn11. O00487. human 26S proteasome, Ub4-pepOG fluorescence polarization; 20S core pre-blocked with epoxomicin. calls only at 20 µM. 0.59% of 360,000 active;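 active = inhibition at 20 µM, scaled to each plate's controls, above about 33%, limit read from the data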
SUMO1-SIM PPI – alters human SUMO1 binding to SIM partners. SUMO1 binding to a labelled peptide, TR-FRET, 1 h. P63165. inhibition, % at 20 µM. 0.33% of 360,000 active; in the data active = inhibition above about 37%
NadD block – NadD (S. aureus) enzyme inhibition; purified NadD enzyme, colorimetric absorbance read-out; inhibition, % at 20 µM; 0.78% of 360,000 active; in the data active = inhibition above about 26%; note: some compounds past the cut are filed as inactive
CSN inh – inhibitors of human CSN-mediated cullin deneddylation. Purified CSN, SCF-Nedd8-OG deneddylation, fluorescence polarization. inhibition, % at 12.5 µM. 0.38% of 360,000 active. AID 651999;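 active = pattern-corrected inhibition above about 35%, with an unprinted fluorescence ratio check between 0.5 and 1.5, limit read from the data, passing the limit was not always enough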;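 note: 0% = enzyme with substrate and 100% = substrate without enzyme; some results filed as inactive read as strong as hits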
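Detection – fluorescence polarization · System – HEK293T-derived human Csn5 enzyme · Controls – substrate-only high control, full reaction low control · Timing – 90 min, room temperature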
Rin1-Abl PPI inh – blocks binding of human Rin1 to Abl; P00519+Q13671; inhibition, % at 7.35 µM; TR-FRET Rin1/Abl binding, biochemical; 0.4% of 360,000 active; in the data active = inhibition above about 5%, passing the limit was not always enough
LMPTP inh – blocks human LMPTP phosphatase. inhibition, % at 20 µM. recombinant LMPTP-A, OMFP fluorogenic substrate, fluorescence intensity. 0.22% of 360,000 active;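 active = compounds that cut the enzyme signal by at least half of the control window in the single-dose screen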;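 note: plate controls were DMSO wells with enzyme plus substrate for no effect and substrate without enzyme for full effect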
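Material: LMPTP-A; amount: 0.625 nM enzyme; doses: single 20 µM dose; times: reaction 50 min, room temperature, dark; technique: fluorescence intensity of OMFP turnover product; benchmarks: no-enzyme and uninhibited controls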
DNMT1 block – blocks human DNA methyltransferase DNMT1. inhibition (reported as % activation of signal), % at 10 µM. P26358. DNMT1 molecular beacon, Hinp1I cleavage, fluorescence. AID 588458. 0.83% of 360,000 active; in the data active = inhibition above about 50%
Target sequence (P26358 504-1616 limits assumed): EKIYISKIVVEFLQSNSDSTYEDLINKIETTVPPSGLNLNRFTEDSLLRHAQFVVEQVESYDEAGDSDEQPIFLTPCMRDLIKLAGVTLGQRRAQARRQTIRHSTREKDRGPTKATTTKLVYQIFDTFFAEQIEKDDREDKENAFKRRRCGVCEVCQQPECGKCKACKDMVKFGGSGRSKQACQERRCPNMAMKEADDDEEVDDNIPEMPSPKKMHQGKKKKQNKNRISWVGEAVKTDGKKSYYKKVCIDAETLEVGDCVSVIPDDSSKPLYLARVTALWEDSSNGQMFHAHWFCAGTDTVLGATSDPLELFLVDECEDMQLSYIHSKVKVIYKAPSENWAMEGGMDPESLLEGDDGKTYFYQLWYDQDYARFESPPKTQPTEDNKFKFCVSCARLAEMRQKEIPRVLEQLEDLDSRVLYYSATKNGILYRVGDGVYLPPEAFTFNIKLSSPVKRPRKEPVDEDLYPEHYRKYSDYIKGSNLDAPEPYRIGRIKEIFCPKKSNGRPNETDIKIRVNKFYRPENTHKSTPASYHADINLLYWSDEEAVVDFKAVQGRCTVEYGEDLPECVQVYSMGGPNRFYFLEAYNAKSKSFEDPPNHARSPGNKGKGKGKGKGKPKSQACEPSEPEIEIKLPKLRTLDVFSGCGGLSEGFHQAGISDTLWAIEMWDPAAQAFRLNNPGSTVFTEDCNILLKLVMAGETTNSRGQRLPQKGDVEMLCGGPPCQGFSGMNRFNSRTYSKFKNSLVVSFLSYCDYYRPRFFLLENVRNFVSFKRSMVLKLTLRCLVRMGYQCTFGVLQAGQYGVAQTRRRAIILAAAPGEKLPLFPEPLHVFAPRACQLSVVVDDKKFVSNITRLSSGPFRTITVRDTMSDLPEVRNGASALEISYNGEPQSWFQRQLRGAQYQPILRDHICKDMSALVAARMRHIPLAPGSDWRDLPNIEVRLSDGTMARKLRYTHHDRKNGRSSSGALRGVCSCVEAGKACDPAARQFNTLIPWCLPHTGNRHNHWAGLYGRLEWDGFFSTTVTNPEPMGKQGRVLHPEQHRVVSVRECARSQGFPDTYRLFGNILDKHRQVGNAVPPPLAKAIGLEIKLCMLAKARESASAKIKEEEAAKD
Scp-1 inhibitor – blocks human Scp-1 phosphatase activity | Q9GZU7 | Recombinant Scp1, phosphopeptide, malachite green phosphate absorbance | inhibition, % at 20 µM | 0.88% of 340,000 active;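 active = inhibition above about 50% at 20 µM, limit read from the data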;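 note: plate controls were DMSO wells with enzyme for no effect and wells lacking enzyme for full effect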
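System: truncated SCP-1 phosphatase (76-261aa); medium: Tris acetate buffer pH 5.5 with MgCl2 and Tween-20; incubation: 45 min room-temperature reaction, 5 min colour, 30 min stabiliser; compound: single 20 µM dose, 1% DMSO; reagent: Phosphorylated 17-residue peptide substrate; read-out: % inhibition at 20 µM; technique: colorimetric free-phosphate detection, absorbance 630 nm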
Neddylation inh – inhibitors of human cullin neddylation; P61081+Q13564; TR-FRET cullin neddylation, biochemical; calls only at 25 µM; 0.58% of 360,000 active; AID 651699; in the data active = inhibition above about 36%
* = called active by the depositor; i = inactive; nt = not tested or not shown; & = joins results of further samples.

SMILES	STEP inh	Rpn11 inh	SUMO1-SIM PPI	NadD block	CSN inh	Rin1-Abl PPI inh	LMPTP inh	DNMT1 block	Scp-1 inhibitor	Neddylation inh
COCCCN(C(=O)Nc1cccc(Cl)c1)C(C)c1ccccn1 (configuration not stated)	0	i	1	4	-4	-4	0.1	-1	-9	i
Cc1ccc(CSC2=NCCN2S(=O)(=O)c2ccc(F)cc2)cc1	0	i	5	0	5	0	3.4	1	5	i
O=C1c2ccccc2[C@@H]2C[C@@H](O)[C@H](Nc3ccccc3Cl)CCN12	-1	i	-1	2	3	0	-1.1	2	1	i
CC(C)(C)c1nc2scc(-c3ccc(Br)cc3)c2c(=O)o1	1	i	4	-4	3	3	-0.9	5	-7	i
COc1cccc(/C=N/n2c(C3CCCCC3)n[nH]c2=S)c1O	1	i	-4	-5	28	0	1.6	0	-1	i
CCOc1ccc(C2=C(C=C(C#N)C#N)C(c3ccccc3)c3ccccc3O2)cc1 (configuration not stated)	-2	i	-1	7	1	-3	0.8	1	37	i
O=[N+]([O-])c1ccc2[nH]cc(S(=O)(=O)N3CCN(c4cccc(Cl)c4)CC3)c2c1	0	i	6	31*	1	-1	6.9	-14	-8	i
COc1ccc(NC(=S)Nc2cc(C)[nH]n2)cc1Cl	1	i	-6	2	0	2	-1.2	-3	-13	i
Cn1nc(C(C)(C)C)cc1NC(=O)Nc1ccc(Cl)cc1	-2	i	0	-2	-5	2	0.5	3	-4	i
O=C(COC(=O)c1cc([N+](=O)[O-])ccc1NCc1ccccc1)NC1CCCCC1	1	i	-5	0	1	0	-0.7	27	-4	i
CCCCC1=CC2=C(c3ccco3)C(=O)C(C)(OC(=O)c3ccc(OC)cc3)C(=O)C2=CN1Cc1ccccc1 (configuration not stated)	3	i	0	9	0	-7	3.0	-4	2	i
Cc1cccc2cc(CN(Cc3cccs3)C(=S)NCc3ccco3)c(=O)[nH]c12	2	i	-2	-3	-8	-1	-0.6	-6	-7	i
O=C(c1ccc(CN2CCOCC2)cc1)N1CCN(c2cccc(Cl)c2)CC1	-1	i	-3	5	0	2	-2.5	4	-3	i
COc1ccc(C)cc1NC(=O)CSc1nnc(COc2ccc(C)cc2)n1Cc1ccco1	2	i	0	-1	0	0	2.1	-11	-10	i
O=C(/C=C/c1ccc(Cl)cc1Cl)NCc1ccco1	4	i	-6	-3	4	0	-0.5	-5	-11	i
CCCCNC(=O)O[C@@H]1C[C@@H]2CCN3C(=O)CCC[C@H]([C@H]1CC)[C@H]23	-2	i	3	-2	1	-1	-1.4	-1	-6	i
CC/C(=C(\c1ccccc1)c1ccc(OCCN(C)C)cc1)c1ccccc1	4&4	i	-78&-78	3&3	1&2	-2&0	-3.9&-2.5	6&1	-9&-12	i
O=S(=O)(c1ccc(F)cc1)N1CCN(c2ncnc3c2cnn3-c2ccccc2)CC1	4	i	4	8	-4	1	-1.5	-2	7	i
COc1ccc(CCNC(=O)c2nnn(CC(=O)Nc3c(C)cc(C)cc3C)c2N)cc1OC	1	i	0	3	4	1	-0.3	5	-5	i
c1ccc(-c2cc(-c3nnco3)c3ccccc3n2)nc1	-5	i	-17	-3	-8	-2	-0.2	-1	3	i
CCC(CC)C(=O)N=C1SC2CS(=O)(=O)CC2N1CCc1ccc(OC)cc1 (configuration not stated)	-4	i	6	-1	0	2	-1.5	0	-5	i
COc1ccc(CCN2C(=O)c3[nH]nc(-c4ccccc4O)c3C2c2cccc(Cl)c2)cc1 (configuration not stated)	5	i	0	26	-2	2	0.1	-22	6	i
Cc1ccc(N2C(=O)CSC2c2cccnc2)c(Cl)c1 (configuration not stated)	0	i	5	-3	1	1	-1.0	4	-13	i
Cc1ccc(NC(=O)NC2CCCN2S(=O)(=O)c2ccc(Cl)cc2)cc1 (configuration not stated)	0	i	-1	-1	2	1	0.2	-5	0	i
CCOC(=O)C1(C(F)(F)F)N=C(c2cccnc2)OC(N2CCOCC2)=N1 (configuration not stated)	1	i	0	1	-4	1	-0.7	-4	-2	i

In a second layout: entries from further up.
mol: Cc1ccc(NC(=O)NC2CCCN2S(=O)(=O)c2ccc(Cl)cc2)cc1 (configuration not stated)
  STEP inh: 0; Rpn11 inh: i; SUMO1-SIM PPI: -1; NadD block: -1; CSN inh: 2; Rin1-Abl PPI inh: 1; LMPTP inh: 0.2; DNMT1 block: -5; Scp-1 inhibitor: 0; Neddylation inh: i

mol: COCCCN(C(=O)Nc1cccc(Cl)c1)C(C)c1ccccn1 (configuration not stated)
  STEP inh: 0; Rpn11 inh: i; SUMO1-SIM PPI: 1; NadD block: 4; CSN inh: -4; Rin1-Abl PPI inh: -4; LMPTP inh: 0.1; DNMT1 block: -1; Scp-1 inhibitor: -9; Neddylation inh: i

mol: CCOc1ccc(C2=C(C=C(C#N)C#N)C(c3ccccc3)c3ccccc3O2)cc1 (configuration not stated)
  STEP inh: -2; Rpn11 inh: i; SUMO1-SIM PPI: -1; NadD block: 7; CSN inh: 1; Rin1-Abl PPI inh: -3; LMPTP inh: 0.8; DNMT1 block: 1; Scp-1 inhibitor: 37; Neddylation inh: i

mol: CCCCC1=CC2=C(c3ccco3)C(=O)C(C)(OC(=O)c3ccc(OC)cc3)C(=O)C2=CN1Cc1ccccc1 (configuration not stated)
  STEP inh: 3; Rpn11 inh: i; SUMO1-SIM PPI: 0; NadD block: 9; CSN inh: 0; Rin1-Abl PPI inh: -7; LMPTP inh: 3.0; DNMT1 block: -4; Scp-1 inhibitor: 2; Neddylation inh: i

The main list resumes, repeating the 2 entries before the break.
SMILES	STEP inh	Rpn11 inh	SUMO1-SIM PPI	NadD block	CSN inh	Rin1-Abl PPI inh	LMPTP inh	DNMT1 block	Scp-1 inhibitor	Neddylation inh
Cc1ccc(NC(=O)NC2CCCN2S(=O)(=O)c2ccc(Cl)cc2)cc1 (configuration not stated)	0	i	-1	-1	2	1	0.2	-5	0	i
CCOC(=O)C1(C(F)(F)F)N=C(c2cccnc2)OC(N2CCOCC2)=N1 (configuration not stated)	1	i	0	1	-4	1	-0.7	-4	-2	i
COC(=O)C1=CO[C@@H](O[C@@H]2O[C@H](CO)[C@@H](O)[C@H](O)[C@H]2O)C2C1C=C[C@@]2(O)CO (some centres not stated)	0	i	-5	2	-2	4	-1.1	2	3	i
CC(=O)Nc1ccc(C(=O)CN2C(=O)CSC2=O)cc1	-2	i	1	-3	4	0	-1.6	4	-4	i
CC(=O)N(CCC(Cc1ccccc1)c1ccc2c(c1)OCO2)Cc1ccccc1F (configuration not stated)	1	i	-3	3	1	3	1.3	0	-8	i
Cc1noc(C)c1COc1ccc(C(=O)OCC(=O)NC23CC4CC(CC(C4)C2)C3)cc1	3	i	-3	-11	0	-3	4.0	-6	-6	i
Cc1ccc(N(C(=O)CNC(=O)c2ccco2)C(C(=O)NCC2CCCO2)c2ccccc2)c(C)c1 (configuration not stated)	-3	i	1	2	-3	-1	-0.8	-1	-5	i
Cc1ccc(S(=O)(=O)N2CCCCC2)cc1C(=O)Nc1ccc2cn[nH]c2c1	-17	i	2	3	1	1	0.3	-5	-2	i
COc1ccccc1NC(=O)CSc1nnc(C)n1CCc1ccccc1	2	i	-2	-2	2	3	-1.5	2	-5	i
Cc1ccc(NC(=S)N(CCCN2CCC(C)CC2)Cc2ccco2)cc1	21	i	-3	-12	-2	-1	-1.9	-1	-6	i
COC(=O)CSc1nnc(CNC(=O)Cc2ccccc2)n1C	-1	i	-1	1	0	2	0.6	-3	2	i
COC(=O)c1[nH]c2cccc(Cl)c2c1NC(=O)CN1CCCCC1C (configuration not stated)	2	i	-3	-3	2	-4	0.7	-4	-10	i
O=C(CCNS(=O)(=O)c1ccc(Cl)cc1)OCC(=O)c1ccc[nH]1	-2	i	4	-1	-7	0	2.4	-6	-12	i
CCOc1ccc(Cl)cc1Nc1nc(NCCO)nc(N2CCCC2)n1	4	i	5	-8	-1	2	1.5	-3	0	i
O=C(c1ccccn1)N1CC=C(c2ccccc2)CC1	-1	i	-6	-5	-3	-2	-0.6	-1	-8	i
CCN(CC)CCCNC(=O)CCc1ccccc1	-6	i	2	0	-3	0	-6.0	0	-10	i
Fc1ccc(-c2cc3nc4c(c(N5CCOCC5)n3n2)CCCC4)cc1	5	i	0	6	1	3	4.2	-5	-4	nt
COc1ccc(S(=O)(=O)NC(C)C(=O)Nc2ccc3c(c2)OCCO3)cc1OC (configuration not stated)	0	i	1	0	-2	-1	-0.9	0	45	i
COc1ccccc1CCc1nnc(CCC(=O)NCCOc2cccnc2)o1	0	i	-1	-3	5	3	-1.0	-2	2	i
CCCCCC(=O)OC(CN1CCCCCC1)CN1CCCC1=O (configuration not stated)	1	i	-4	-6	1	1	-0.1	1	-8	i
O=C(Cn1nnc(-c2ccccc2)n1)NNC(=O)c1ccco1	0	i	14	-4	1	0	-1.1	1	-9	i
O=C(c1ccc(Br)cc1)c1coc2ccc(O)cc12	1	i	0	-4	1	0	4.7	-12	-4	i
CCOC(=O)c1nnn(-c2nonc2N)c1COc1c(C=O)cccc1OC	-1	i	-1	3	2	-4	-1.2	2	-15	i
O=C(Nc1ccc(F)cc1)c1cc(-c2ccncc2)nc2c(Cl)cccc12	1	i	-6	10	7	0	2.5	0	3	i
Cc1cccc(OC(C)C(=O)Nc2nccs2)c1 (configuration not stated)	-2	i	5	0	8	-1	-1.3	4	1	i
CNC(=O)CSc1nnc(-c2ccccn2)n1Cc1ccco1	-1	i	-3	2	5	1	0.2	0	-11	i
CCOC(=O)N1CCC(NC(=O)Cn2ncc3ccccc32)CC1	-3	i	-1	2	-2	-1	-1.2	4	-1	i
CSc1nc2ccccc2cc1/C=C(\C#N)c1ccc(Cl)cc1Cl	4	i	-1	4	2	2	2.5	4	1	i
Cc1c(NC(=O)OCCNC(=O)COc2c(Cl)cccc2Cl)sc(=S)n1C	0	i	0	-2	-6	-4	-0.4	-2	-5	i
CCC(C)(C)NC(=O)CN(Cc1ccc2c(c1)OCO2)C(=O)CCC(=O)Nc1cc(C)ccn1	-2	i	5	-8	3	2	0.9	0	3	i
O=C(Nc1ccccc1F)N(CCCN1CCOCC1)Cc1cc2cc3c(cc2[nH]c1=O)OCCO3	-2	i	2	-2	-1	1	0.6	0	3	i
CC1CCc2c(sc(NC(=O)c3noc4c3CCCC4)c2C(N)=O)C1 (configuration not stated)	3	i	-4	-8	-5	-2	0.0	-4	-8	i
Cc1ccc(NC(=O)CCC(=O)N2CCC(c3ccccc3)=N2)cc1S(=O)(=O)N1CCCCC1	2	i	0	-2	-4	-1	0.9	20	-6	i
Cc1cc(C)cc(C(O)c2ncc(-c3ccc(C(F)(F)F)cc3)[nH]2)c1 (configuration not stated)	-2	i	4	0	-6	-2	2.1	-15	nt	i
Cc1ccc(CNC(=O)CCS(=O)(=O)c2cc3c(cc2Cl)NC(=O)CO3)cc1	-4	i	9	-6	-1	2	1.6	-2	-9	i
CN(C)CCNC(=O)c1ccccc1-c1cc2ccccc2c(=O)o1	2	i	-2	-3	-2	0	-0.4	-3	-8	i
COc1ccccc1NC(=O)/C=C/C(N)=O	-1	i	3	-3	-1	-3	-1.3	4	-9	i
